GLP1R cytotox = cytotoxic in the GLP-1 receptor inverse agonist counter-screen; HEK293 cAMP-luciferase reporter cells, luminescence, 24 h; Potency, µM (series often up to 38.3 µM), for the others: at the highest dose activity change, negative = inhibition, most hits filed as inhibitors; actives 0.13% (n = 410,000); AID 624418;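 also: loss of luciferase light is scored as toxicity; potency is read from the fitted curve at half-maximal effect; % is scaled to controls: 0 for no effect and ±100 for the full control effect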
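1536-well qHTS counterscreen of the MLSMR; 200 cells/uL, 12 h pre-incubation, 23 nL cpd, 24 h at 37 deg C 5% CO2, luciferase detection reagent, 12 min RT, luminescence. Inhibition = undesired.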
HT1080-NT tox = kills 2HG-producing HT-1080-NT fibrosarcoma cells. HT-1080-NT fibrosarcoma viability, CellTiter-Glo ATP luminescence, 48 h. Potency, µM (top dose mostly 46.1 µM), inactives show top-dose activity, negative = less viability, usual class: cytotoxic. actives 1.6% (n = 360,000);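 also: NT is the 2HG producing partner of a matched IDH1 knockdown line; potency is read from the fitted curve at half-maximal effect; 0% = DMSO-treated cells and -100% = media-only wells without cells; nearly all actives have a fitted effect of over 55% in size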
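HT-1080-NT; 750 cells/well; 5% FBS RPMI; 48 h compound, 37 degrees C; CellTiter-Glo luminescence; curve fitting and curve-class assignment.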
MCF10A rereplic = DNA re-replication induction in MCF 10a cells; MCF 10A DNA re-replication, Hoechst nuclear intensity, 48 h; Potency, µM (top dose mostly 46.1 µM), for the others: top-dose activity, positive = re-replication, most hits filed as activators; actives 2.9% (n = 350,000); also: potency is read from the fitted curve at half-maximal effect; % of control where 0% means no effect; nearly all actives have a fitted effect of over 50% in size
DRD3 agonist = agonists of human D3 dopamine receptor. max activation, %. AID 652048. actives 0.58% (n = 410,000). D3R DiscoveRx beta-arrestin cells, luminescence, 90 min; in the data active = max activation above about 30%; also: 0% is about no effect; mostly tested at two doses, the higher about 12 µM
Target sequence (P35462 whole entry, looked up): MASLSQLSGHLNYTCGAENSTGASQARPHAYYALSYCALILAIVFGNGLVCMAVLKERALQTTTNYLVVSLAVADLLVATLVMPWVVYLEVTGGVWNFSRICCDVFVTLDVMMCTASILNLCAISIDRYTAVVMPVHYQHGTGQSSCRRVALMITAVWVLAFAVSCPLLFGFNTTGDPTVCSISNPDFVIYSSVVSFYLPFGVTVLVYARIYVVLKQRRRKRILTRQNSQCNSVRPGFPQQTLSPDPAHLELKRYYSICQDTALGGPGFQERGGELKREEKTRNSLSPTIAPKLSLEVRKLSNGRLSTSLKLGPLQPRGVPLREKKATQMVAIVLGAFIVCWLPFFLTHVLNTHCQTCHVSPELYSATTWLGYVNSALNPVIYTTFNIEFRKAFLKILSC
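Agonist mode: compounds and dopamine controls were applied to plated cells for 90 min at 37 degrees C after an overnight attachment at 1500 cells/well. Luminescent read-out followed 30 - 60 minutes at room temperature with DiscoveRx detection reagent.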
HT1080 IDH1KD tx = toxicity to HT-1080 IDH1 knockdown cells (counter line); HT-1080 IDH1 knockdown viability, ATP luminescence, 48 h; Potency, µM (doses to about 46.1 µM), inactives show at the highest dose activity, negative = toxicity, hits mostly cytotoxic; actives 2% (n = 360,000);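 also: potency is read from the fitted curve at half-maximal effect; 0% = DMSO wells and -100% = cell-free medium wells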
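IDH1KD HT-1080 cells, 750/well, RPMI + 5% FBS; compound pinned after 2 h settling; 48 h, 37 °C; CellTiter-Glo luminescence; % activity normalised to DMSO and no-cell wells; curves fitted, classed by r2 and efficacy.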
KB-3-1 cytotox = kills parental KB-3-1 adenocarcinoma cells; KB-3-1 viability, CellTiter-Glo ATP luminescence, 72 h; Potency, µM (highest dose often 46.1 µM), inactives show at the top dose activity change, negative = cytotoxic, usual class: cytotoxic; actives 1.4% (n = 400,000); AID 1347075; also: potency is read from the fitted curve at half-maximal effect; % is scaled to controls: 0 for no effect and ±100 for the full control effect; nearly all actives have a fitted effect of over 60% in size
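KB-3-1 parental drug-naive adenocarcinoma cells in DMEM/10% FBS, incubated 72 h at 37 C with pin-transferred compounds across a concentration series. Viability by CellTiter-Glo luminescence; concentration-response curves fitted after normalization.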
KB-V1 cytotox = KB-V1 MDR subline cytotoxicity. Potency, µM (top dose mostly 46.1 µM), for the others: at the highest dose activity change, negative = cytotoxicity, most hits filed as cytotoxic. actives 3.4% (n = 400,000). AID 1347076. KB-V1 MDR cells viability, CellTiter-Glo, 72 h; also: potency is read from the fitted curve at half-maximal effect; % is scaled to controls: 0 for no effect and ±100 for the full control effect; nearly all actives have a fitted effect of over 60% in size
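KB-V1 cells (P-gp-expressing MDR subline of KB-3-1) in phenol-red-free DMEM with 10% FBS were exposed to library compounds over a concentration series for 72 h at 37 degrees C. Viability read by CellTiter-Glo luminescence; concentration-effect curves fitted after normalization.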
SW480 rerep = inducers of DNA re-replication in SW480 colon cancer cells | SW480 DNA re-replication, Hoechst DNA content imaging, 48 h | Potency, µM (doses to about 46.1 µM), for the others: at the top dose re-replication activation, actives largely listed as activators | actives 1.8% (n = 340,000) | AID 624297; also: potency is read from the fitted curve at half-maximal effect; % of control where 0% means no effect; nearly all actives have a fitted effect of over 55% in size
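250 cells/well; 23 nL cpd via pin tool; 48 hr, 37 C, 5% CO2; Hoechst 40 min; imager read of total nuclear intensity, ex 405/em 500-530 nm.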
IL-1B inflam inh = inhibitors of inflammasome signaling (IL-1 beta secretion). THP-1 LPS/ATP IL-1B secretion, AlphaLISA, 16 h; hits give low values. activity change, % at 57.5 µM. actives 4.7% (n = 360,000); in the data active = activity change below about -50%; inconclusive = mostly about -30% to -49%; also: % is scaled to controls: 0 for no effect and ±100 for the full control effect
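THP-1 cells pretreated 1 hr with compounds (up to 57.5 uM final), then stimulated with LPS (250 ng/mL final) plus ATP (1.25 mM final); secreted IL-1B measured by AlphaLISA after 16 hr, decreased signal indicating inhibition.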
The depositor's hits bear a star; i = inactive; ? = inconclusive; nt = no result given; [ ] = dose if it differs, or a comment. Unless noted, calls follow the shape of the dose curve; as a rule, active = well fitted curve in the direction sought with a large enough effect; inconclusive = small, poorly fitted or top-dose-only effect, or another doubt; inactive = no such curve, though single readings can be large; an effect the other way counts as inactive or inconclusive.

The line under a structure holds: MCF10A rereplic	GLP1R cytotox	SW480 rerep	KB-3-1 cytotox	HT1080-NT tox	KB-V1 cytotox	IL-1B inflam inh	DRD3 agonist	HT1080 IDH1KD tx
1: COc1ccc(C2C(C(=O)NCCN3CCOCC3)c3ccccc3C(=O)N2C)cc1OC (stereo not drawn)
→ 16%	-7%	3%	1%	12%	-14%	1	0	16%
2: CCC(Cc1ccccc1)NC(=O)C1CCCCC1 (stereo not drawn)
→ 0.65µM*	-5%	-14%	-3%	-4%	?	-16	6	3%
3: C/C(=N\NC(=O)c1nnn(-c2nonc2N)c1C)c1ccc(-c2ccccc2)cc1
→ 1%	3%	-2%	?	11%	?	11	-4	2%
4: O=C1NC(=S)SC1=Cc1ccccc1C(=O)O
→ nt	-29%	nt	0%	23%	1%	-5	10	15%
5: Cc1ccc(OCC(=O)NCCN2CCOCC2)cc1C
→ 0%	0%	-4%[9.22 µM]	0%	17%	3%	-15	-7	19%
6: Cc1cc(OCC(=O)Nc2ccc(CN3CCOCC3)cc2)c2c(C)cc(=O)oc2c1
→ ?	6%	?	?	-7%	-24%	-1	5	-8%
7: COc1ccc(C(CNC(=O)c2ccc(NS(=O)(=O)c3ccc(F)cc3)cc2)N2CCOCC2)cc1 (stereo not drawn)
→ 3%	2%	14%	nt	-3%	nt	-12	-20	2%
8: O=S(=O)(Cc1ccccc1)Nc1ccc(F)cc1
→ -1%	-1%	-6%	?	-7%	14%	-7	2	11%
9: CN(C)N1C(N)=C(C#N)C(c2ccc(Br)cc2)C2=C1CCCC2=O (stereo not drawn)
→ -1%	6%	24%	-2%	-1%	10%	-2	10	0%
10: COC(=O)c1ccccc1S(=O)(=O)N1CCC(C(=O)OCC(=O)c2ccccc2OC)CC1
→ 0%	8%	-4%	26%	13%	8%	11	2	2%
11: Cc1nccn1CCCNC(=O)c1nc(Cn2cc([N+](=O)[O-])cn2)no1
→ ?	4%	-6%	2%	7%	-1%	31	-1	9%
12: O=c1[nH]c(N2CCCCCC2)nc2ncn(Cc3ccccc3)c12
→ -8%	-4%	-3%	1%	-2%	-4%	-9	0	-2%
13: O=C(N/N=C/c1ccco1)c1ccc(NC(=O)C2CCCCC2)cc1
→ 4%	6%	-2%	-2%	2%	13%	-15	7	4%
14: Cc1ccc(-n2c(C)nc3ccsc3c2=O)cc1
→ 8%	-8%	-6%	-1%	15%	-2%	27	8	1%
15: CN1CCN(C(=O)c2cc3c(c(-c4cccc(C#CC(C)(C)O)c4)n2)[C@H](CCO)N(S(=O)C(C)(C)C)C3)CC1 (stereo partly drawn)
→ nt	1%	nt	0%	28%	21%	-11	-5	17%
16: Cc1nc(CCN2C(=O)c3ccccc3C2=O)n[nH]1
→ ?	-5%	?	5%	9%	1%	-4	4	5%
17: CCOC(=O)c1c(S(=O)(=O)NCC(=O)Nc2ccc(C)c(N(C)C)c2)c(C)n(C)c1C
→ nt	0%	nt	-6%	nt	-15%	nt	0	nt
18: CC(=O)Nc1ccc(-c2ccnc3c2CC(C(=O)NCC2CCOCC2)O3)cc1 (stereo not drawn)
→ nt	-7%	nt	5.8µM*	?	2%	40	-7	?
19: Cc1cccc(NC(=O)CN2CCN(C(=O)CNC(=O)Cc3cccc4ccccc34)CC2)c1C
→ -5%	-4%	1%	-12%	-12%	-17%	20	4	-5%
20: CSC1=NC=C(C#N)C2=NC(c3c(Cl)cccc3Cl)NN12 (stereo not drawn)
→ nt	5%	nt	1%	?	-2%	-15	-2	?
21: COc1ccc(NC(=O)Nc2cccc3c2O[C@H](CN(C)S(C)(=O)=O)[C@@H](C)CN([C@H](C)CO)C3=O)cc1
→ -3%	7%	-2%	-3%	10%	-1%	-3	6	6%
22: COC(=O)Cc1ccc(OC2(C)CCN(Cc3ccccc3OC(F)F)C2)cc1 (stereo not drawn)
→ nt	4%	nt	0%	0%	5%	-54*	-8	0%
23: Cc1ccc(OCc2nnc(SCc3cc(=O)[nH]c4ccccc34)o2)cc1
→ 13%	-15%	-3%	17%	1%	?	100	1	-4%
24: CC(C)=C(NC(=O)c1ccco1)C(=O)NCCc1nc2ccccc2[nH]1
→ -6%	2%	-19%	10%	5%	5%	6	1	7%
25: CN(CC(=O)Nc1cccc(F)c1)C(=O)CN1C(=O)C2CC=CCC2C1=O (stereo not drawn)
→ 0%	15%	-4%	-3%	3%	6%	21	3	2%
26: Cc1ccnc(NS(=O)(=O)c2ccc(NC(=O)c3ccc(Br)o3)cc2)n1
→ 4%	2%	0%	-3%	8%	-6%	-5	-5	12%
27: Cc1cc(-c2nc3cccnc3s2)ccc1NS(=O)(=O)c1cccs1
→ 5.8µM*	43%[activator]	?	4%	13%	-4%	8	11	18%
28: CC1(C)Cc2c(sc3ncnc(N)c23)CO1
→ 8%	1%	-2%	20%	-1%	2%	23	-9	0%
29: O=C(N/N=C/c1ccccc1)c1ccc(OCc2ccccc2)cc1
→ 23%	-8%	-1%	1%	-6%	-1%	7	0	-6%
30: N/C(=N\OC(=O)c1cc([N+](=O)[O-])ccc1Cl)c1cccnc1
→ 18µM*	-2%	?	?	19%	?	-101*	4	21%

Three structures out of the list, sorted by SMILES length, largest number first.
The line under a structure holds: MCF10A rereplic	GLP1R cytotox	SW480 rerep	KB-3-1 cytotox	HT1080-NT tox	KB-V1 cytotox	IL-1B inflam inh	DRD3 agonist	HT1080 IDH1KD tx
17: CCOC(=O)c1c(S(=O)(=O)NCC(=O)Nc2ccc(C)c(N(C)C)c2)c(C)n(C)c1C
→ nt	0%	nt	-6%	nt	-15%	nt	0	nt
10: COC(=O)c1ccccc1S(=O)(=O)N1CCC(C(=O)OCC(=O)c2ccccc2OC)CC1
→ 0%	8%	-4%	26%	13%	8%	11	2	2%
27: Cc1cc(-c2nc3cccnc3s2)ccc1NS(=O)(=O)c1cccs1
→ 5.8µM*	43%[activator]	?	4%	13%	-4%	8	11	18%

Further structures follow.
The line under a structure holds: MCF10A rereplic	GLP1R cytotox	SW480 rerep	KB-3-1 cytotox	HT1080-NT tox	KB-V1 cytotox	IL-1B inflam inh	DRD3 agonist	HT1080 IDH1KD tx
31: CCN(CC)CCN1C(=O)C(=O)/C(=C(/O)c2ccncc2)C1c1ccccc1F (stereo not drawn)
→ -2%	-2%	-1%	9%	20%	-3%	-3	-3	4%[9.24 µM]
32: COC(=O)c1c(NC(=O)c2ccco2)sc2c1CC(C)(C)NC2(C)C
→ 12%	-2%	?	?	4%	-5%	i	3	15%
33: CC(=O)Nc1cccc(NC(=O)c2ccco2)c1
→ 10%	-3%	-12%	2%	-4%	1%	26	-5	-12%
34: Cc1cc(NC(=O)C(C)SCC(=O)Nc2ccc(SC(F)F)cc2)no1 (stereo not drawn)
→ 10%	4%	-2%	1%	8%	-26%	-7	-4	6%
35: CCOC(=O)NC1CCS(=O)(=O)C1 (stereo not drawn)
→ 2%	28%	-3%	-8%	-2%	-2%	13	1	1%
36: Cc1cccc(NC(=O)CN(CC2CCCO2)C(=O)c2ccc(S(C)(=O)=O)cc2)c1C (stereo not drawn)
→ 2%	-4%	-20%	8%	0%	27%	-3	2	4%
37: CCOC(=O)CN1CCC(C2(c3cc4ccccc4[nH]3)OCCO2)CC1
→ nt	2%	nt	-3%	2%	-3%	-2	5	4%
38: Cc1ccn2c(Nc3ccc4c(c3)OCCO4)c(-c3ccc(C)o3)nc2c1
→ nt	0%	nt	-3%	nt	0%	nt	1	nt
39: COc1cc2c(=O)n(Cc3ccco3)c(=O)n(CC(=O)c3cccc(Br)c3)c2cc1OC
→ ?	-16%	-5%	0%	-1%	-9%	38	13	2%
40: COc1ccc(-c2nc(NC(=O)c3n[nH]c(=O)c4ccccc34)sc2C)cc1
→ ?	-13%	?	?	-3%	8.2µM*	18	4	-10%
41: COCCNC(=O)c1cc2oc3ccccc3c2n1C
→ 8%	11%	-4%	-25%	-3%	23µM*	-1	-1	-7%
42: O=C(Nc1ccccc1N1CCCCC1)C1CC(=O)N(c2ccccc2F)C1 (stereo not drawn)
→ 16%	6%	7%	-1%	-2%	-11%	13	2	5%
43: CC(C)CC(N)c1csc(Nc2ccc(C(=O)NCCCO)cn2)n1 (stereo not drawn)
→ nt	-6%	nt	0%	0%	6%	-13	-3	2%
44: Cc1ccc(S(=O)(=O)N(C)C)cc1NC(=O)C(C)OC(=O)c1ccc2ccccc2n1 (stereo not drawn)
→ -4%	-22%	-8%	-1%	-2%	-4%	23	-5	-2%
45: Cc1cccc(CSc2nnc(CCCCCNC(=O)OC(C)(C)C)o2)c1
→ -4%	-1%	-7%	?	-4%	-8%	15	5	-24%
46: COc1ccc(-c2noc(CNC(=O)C(C)Oc3ccccc3)n2)cc1 (stereo not drawn)
→ 10%	12%	8%	0%	-6%	-4%	35	-4	-3%
47: O=C(Cn1nc2n(c1=O)-c1ccccc1SC2)N/N=C/c1cccnc1
→ -8%	2%	?	?	-2%	3%	55	-3	8%
48: COc1ccc(OC)c(NC(=O)COCc2cc(-c3ccco3)on2)c1
→ nt	10%	nt	0%	nt	-8%	nt	-11	nt
49: CCOC(=O)C1CCN(c2ccccc2CN2CCN(c3ccccc3OCC)CC2)CC1
→ ?	8%	-10%	1%	1%	?	6	-11	9%
50: CC(=O)c1ccc(NC(=O)CSc2nnc(-c3ccncc3)n2-c2ccccc2)cc1
→ nt	0%	nt	2%	nt	26%	nt	6	nt
51: O=c1[nH][nH]c2c(N=Cc3ccccc3O)ccc(F)c12
→ -2%	-21%	0%	-14%	-19%	0%	35	-3	-7%
52: O=C1CSC(c2ccco2)N1 (stereo not drawn)
→ -8%	0%	-6%	-7%	21%	-2%	7	-3	13%

Screening data (PubChem)
